SRC2 inh: human SRC2 (NCOA2) inhibition; Q15596; HEK293 GAL4-SRC2 luciferase reporter, luminescence; inhibition, % at 9 µM; actives 0.17% (n = 370,000);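 active means inhibition above the mean inhibition of all tested compounds plus 3 SD, set per campaign, cut at about 52% in these data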;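 further: 0% = DMSO treated cells and 100% = cells given Gossypol at 36 µM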
Vif inh: blocks HIV Vif function | HEK293T cells, Vif self-association by quenched fluorescence, imaging, 24 h | inhibition, % at 7.49 µM | actives 0.35% (n = 340,000) | AID 602346; in the data active means inhibition above about 50%, passing the limit was not always enough; inconclusive means no clear call, values can overlap the other calls; inactive means below about 31%; further: some results filed as inactive read as strong as hits
EBV LMP1 NFkB: inhibitors of Epstein-Barr LMP1-induced NF-kappaB reporter | actives 0.69% (n = 350,000) | inhibition, % at 12.5 µM | LMP1-induced NF-kappaB luciferase reporter cells, luminescence | AID 504558; in the data active means inhibition above about 41%; inconclusive means no clear call, values can overlap the other calls;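 further: 0% = neutral control wells and 100% = reference inhibitor control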
TROY NFkB inh: inhibitors of TROY-dependent NF-kB signaling; Q293 LMP1-TROYcd NF-kB luciferase reporter, 4 h; inhibition, % at 10 µM; actives 0.98% (n = 360,000);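 active means compounds whose plate-normalised and pattern-corrected inhibition of the luciferase reporter signal at the single screening dose is 50% or more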
NR5A2 inv ag: suppresses constitutive activity of human LRH-1; O00482; HEK293T StAR-luciferase reporter, LRH-1 transfected, 24 h; inhibition, % at 3.6 µM; actives 0.13% (n = 360,000);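 active means inhibition above the mean inhibition of all tested compounds plus 3 SD, cut at about 73% in these data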;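 further: 0% = DMSO wells and 100% = reporter-only cells lacking LRH-1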
COUP-TFII inh: NR2F2 (human) inhibition, primary screen; actives 0.7% (n = 370,000); inhibition, % at 8.6 µM; P24468; AID 686940; HEK293T NGFI-A luciferase reporter, luminescence;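 active means inhibition above a per-plate cutoff, mean inhibition of test wells between control levels plus 3 SD, cut at about 38% in these data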;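 further: cells cotransfected with COUP-TFII expression vector driving the NGFI-A reporter; 0% = median of COUP-TF2 test wells and 100% = reporter-only cells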
NCOA3 inh: inhibits human SRC3 coactivator. Q9Y6Q9. HEK293 GAL4-SRC3 luciferase reporter, luminescence. inhibition, % at 3.6 µM. actives 0.17% (n = 360,000). AID 588352;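 active means inhibition above a per-campaign cutoff, the mean of all compounds plus 3 SD, cut at about 60% in these data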;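 further: 0% = DMSO-treated cells and 100% = gossypol-treated cells at 36 µM; higher means less SRC3-driven luciferase light from the GAL4 reporter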
Target sequence (Q9Y6Q9 whole entry, looked up, the tested form may be a part): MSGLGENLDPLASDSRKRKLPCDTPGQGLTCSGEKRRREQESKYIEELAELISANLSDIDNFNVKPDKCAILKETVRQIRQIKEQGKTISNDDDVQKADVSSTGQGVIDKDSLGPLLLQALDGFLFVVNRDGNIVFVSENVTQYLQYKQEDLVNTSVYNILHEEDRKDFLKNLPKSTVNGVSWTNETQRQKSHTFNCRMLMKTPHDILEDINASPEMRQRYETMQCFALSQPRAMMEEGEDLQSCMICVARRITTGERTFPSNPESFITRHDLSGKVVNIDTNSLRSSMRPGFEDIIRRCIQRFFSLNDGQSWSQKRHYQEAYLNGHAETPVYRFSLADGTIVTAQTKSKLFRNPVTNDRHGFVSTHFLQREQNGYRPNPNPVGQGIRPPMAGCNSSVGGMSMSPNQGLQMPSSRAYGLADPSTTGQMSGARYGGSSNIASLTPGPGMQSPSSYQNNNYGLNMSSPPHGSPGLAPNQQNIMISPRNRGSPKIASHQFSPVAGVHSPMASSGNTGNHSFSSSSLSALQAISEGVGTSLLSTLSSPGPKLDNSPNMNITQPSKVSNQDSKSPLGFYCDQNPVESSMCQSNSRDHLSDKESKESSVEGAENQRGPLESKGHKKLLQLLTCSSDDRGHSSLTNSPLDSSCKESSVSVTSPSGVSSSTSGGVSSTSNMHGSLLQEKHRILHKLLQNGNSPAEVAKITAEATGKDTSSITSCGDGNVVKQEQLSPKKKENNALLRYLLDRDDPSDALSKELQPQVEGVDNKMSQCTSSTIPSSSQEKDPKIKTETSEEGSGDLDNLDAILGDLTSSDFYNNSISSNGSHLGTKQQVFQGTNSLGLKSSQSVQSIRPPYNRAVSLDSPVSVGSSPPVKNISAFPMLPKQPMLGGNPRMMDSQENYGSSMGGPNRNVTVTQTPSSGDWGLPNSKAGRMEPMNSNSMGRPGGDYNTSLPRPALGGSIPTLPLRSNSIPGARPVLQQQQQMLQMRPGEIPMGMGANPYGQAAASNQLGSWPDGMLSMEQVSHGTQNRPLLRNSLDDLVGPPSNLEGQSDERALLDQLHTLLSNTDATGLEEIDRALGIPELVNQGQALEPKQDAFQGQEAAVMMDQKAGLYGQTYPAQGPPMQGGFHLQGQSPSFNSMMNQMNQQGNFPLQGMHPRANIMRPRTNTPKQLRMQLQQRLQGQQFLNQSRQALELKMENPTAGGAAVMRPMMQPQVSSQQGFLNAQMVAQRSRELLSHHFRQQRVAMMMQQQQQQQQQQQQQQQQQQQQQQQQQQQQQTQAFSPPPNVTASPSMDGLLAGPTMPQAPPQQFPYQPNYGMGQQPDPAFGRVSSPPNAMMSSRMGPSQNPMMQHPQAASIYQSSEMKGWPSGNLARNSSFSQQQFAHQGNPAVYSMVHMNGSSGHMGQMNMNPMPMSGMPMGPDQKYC
TRAIL sens C8: sensitizes caspase-8 expressing cells to TRAIL. NB7+C8 cells + TRAIL, ATPlite viability luminescence. inhibition (viability loss, TRAIL sensitization), % at 10 µM. actives 1% (n = 360,000). AID 624354;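 active means compounds causing at least 50% loss of cell viability in the single-dose screen, relative to plate controls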
NCOA1 inh: inhibits human SRC1 coactivator; Q15788; AID 588354; inhibition, % at 3.6 µM; HEK293 GAL4-SRC1 luciferase reporter, luminescence; actives 0.12% (n = 360,000);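 active means inhibition above the campaign mean plus 3 SD, with each screening campaign given its own cutoff, cut at about 60% in these data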;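 further: 0% = DMSO treated cells and 100% = gossypol at 36 µM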
NOD2 RIPK2 PPI: blocks binding of human NOD2 to RIPK2 | O43353 | CHO BLA complementation NOD2-RIPK2, CCF4 ratio | inhibition, % at 4.98 µM | actives 0.38% (n = 360,000); in the data active means inhibition above about 21%;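 further: 0% = vehicle only and 100% = reference blocker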
TLR9-MyD88 inh: TLR9-MyD88 interaction inhibition. inhibition, % at 4.98 µM. CHO BLA complementation TLR9-MyD88, CCF4 FRET ratio. actives 0.21% (n = 340,000). Q9NR96+Q99836;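 active means inhibition above the mean over all tested compounds plus 3 SD, cut at about 21% in these data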;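 further: 0% = DMSO only wells and 100% = clavulanate BLA inhibitor control wells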
Active calls of the source: *; ? = inconclusive; / = no result given. The list is partial; the hit share may differ from the screen's.

SMILES	SRC2 inh	Vif inh	EBV LMP1 NFkB	TROY NFkB inh	NR5A2 inv ag	COUP-TFII inh	NCOA3 inh	TRAIL sens C8	NCOA1 inh	NOD2 RIPK2 PPI	TLR9-MyD88 inh
CSCCC(NC(=O)c1ccco1)C(=O)NCc1ccc2c(c1)OCO2 (stereo not drawn)	7	-9	4	-6	-6	7	-20	1	-7	4	1
COc1ccccc1NS(=O)(=O)c1ccc(C)c(NC(=O)C2CCCO2)c1 (stereo not drawn)	5	-9	-3	3	-15	23	-5	9	2	10	-6
CC(C)C(=O)Nc1cccc(NC(=S)NC(=O)c2ccccc2Cl)c1	-32	-22	-7	-26	-26	-12	-16	-3	-18	0	-3
CC(C(=O)NC1CCCCCC1)N(c1ccccc1)S(C)(=O)=O (stereo not drawn)	10	8	-3	-6	0	-3	1	-6	-12	-1	-3
O=C(CS(=O)(=O)c1cccc(C(F)(F)F)c1)Nc1ccccc1Cl	-12	8	-7	-25	13	-5	8	4	-7	-6	7
CCC(=O)C(C#N)(c1ccc(OC)c(OC)c1)C(C)C (stereo not drawn)	-17	?	-1	-6	22	5	15	15	2	-4	-3
O=C(O)c1ccc2c3c(cccc13)C(=O)N(OS(=O)(=O)c1ccccc1)C2=O	20	19	3	2	-6	-4	-15	-10	-4	-4	-5
NC(=O)Cc1nc2scc(-c3ccc(Cl)cc3)c2c(=O)[nH]1	-14	-2	7	5	29	15	-5	-3	0	-3	9
COc1ccccc1/C=C/C(=O)Nc1ccc2c(c1)OCCO2	-26	-5	-33	-26	-111	-80	-53	75*	-98	-16	3
NC(=O)c1ccccc1NC(=O)/C=C/c1cccc(Cl)c1	-39	13	-32	-57	-71	-22	-47	20	-55	0	-2
Cc1ccc(S(=O)(=O)N2CCN(Cc3nnc(-c4c(-c5ccccc5)noc4C)o3)CC2)cc1	-34	-30	-1	9	-12	-8	-16	9	-7	-8	2
CCn1c(SCC(=O)NC2CC2)nnc1-c1ccccc1	-4	5	3	1	11	9	4	2	4	3	7
Cc1ccccc1C(=O)O/N=C(\N)c1ccccc1	-30	12	5	-67	-70	-28	-108	92*	-116	-3	-4
CCOc1ccc(N(C(C)C(=O)NN=C2CCCCCCC2)S(C)(=O)=O)cc1 (stereo not drawn)	-28	-4	12	-26	-4	5	9	-30	8	-6	-2
Cc1ccc(S(=O)(=O)NC(C)(C)CN2CCNCC2)cc1	9	5	-6	13	5	12	-9	2	-7	0	-7
C#CCOCCOCCOCCNc1nc(N2CCN(C(=O)[C@H]([C@@H](C)CC)n3cc(CCC(=O)O)nn3)CC2)nc(N2CCN(C(=O)[C@H](CCCCN)n3cc(CCC(=O)O)nn3)CC2)n1	-21	-4	-23	-7	13	0	-7	7	-9	0	2
CC(c1ccon1)N(C)C(=O)CCc1nnc(Cc2ccc(-c3ccccc3)cc2)o1 (stereo not drawn)	-8	2	-4	2	-9	7	6	-9	-18	-15	1
O=C(O)c1ccc(/C=N/N2CCN(Cc3ccc(Cl)cc3)CC2)cc1	8	-6	-6	19	2	-7	9	3	-12	-10	-7
Cc1ccc(NC(=O)CSc2nnc(CN3CCOCC3)n2-c2ccccc2)cc1	-8	-3	-14	-5	36	-3	-3	13	-9	-6	-4
COc1cc2c(cc1OC)C(c1ccc(-c3ccc(Cl)cc3Cl)o1)=NCC2	18	-10	4	35	42	62*	22	25	23	9	-1
Cn1c(=O)c2nc(SCc3ccccc3)n(C)c2n(C)c1=O	3	13	-6	4	21	6	1	-12	2	9	-9
COc1ccc(-c2cc(=O)c3cc(C)ccc3[nH]2)cc1	-50	-4	-13	-13	-78	-54	-138	73*	-122	-11	0
Cn1cccc1CNC(=O)Nc1ccccc1	-39	-5	7	24	-49	-14	-40	-1	-47	-7	-8
NC(=O)c1ccsc1NC(=O)COC(=O)CNC(=O)c1ccc(F)cc1	-5	7	9	15	-10	-9	-2	-2	0	0	5
Nc1c(C(=O)N/N=C/c2ccc(OCc3ccccc3)cc2)cnn1-c1ccccc1	-56	6	-17	-36	13	-14	10	19	-8	-6	-3

(listing goes on)
SMILES	SRC2 inh	Vif inh	EBV LMP1 NFkB	TROY NFkB inh	NR5A2 inv ag	COUP-TFII inh	NCOA3 inh	TRAIL sens C8	NCOA1 inh	NOD2 RIPK2 PPI	TLR9-MyD88 inh
COc1ccc(N2CCN(C(=O)c3cc4c(-c5cccc(OC)c5)nn(C)c4s3)CC2)cc1	3	-5	11	-18	13	15	12	-4	1	0	-1
COc1ccc(OC)c(C2C(C(=O)c3ccco3)=C(O)C(=O)N2CCN2CCOCC2)c1 (stereo not drawn)	-16	-4	2	7	7	2	8	-8	-32	-4	0
O=S1(=O)C[C@H](N2CCOCC2)[C@@H](COCc2ccccc2)N1	4	3	/	7	-12	0	4	-6	-3	-1	/
Cc1ccc(NC(=O)c2ccccc2N(C)S(C)(=O)=O)cc1C	5	6	5	-3	6	17	11	-11	5	3	0
CCOc1ccc(NC(=O)c2sccc2-n2cccc2)cc1	-18	-1	-22	-21	-19	-3	-2	11	-7	-14	-7
CSc1nnc(NC(=O)c2nc(S(=O)(=O)Cc3ccccc3F)ncc2Cl)s1	32	-21	13	7	-9	-4	-35	81*	-58	7	5
Cc1csc2ncc(C(=O)NCc3ccccn3)c(=O)n12	-2	10	2	-6	-11	14	-6	5	-2	-3	7
O=C(Nc1ccc2c(c1)OCO2)c1cc(C2CCCCN2C(=O)CCCc2ccccc2)on1 (stereo not drawn)	20	0	/	14	19	0	5	4	-2	4	/
CCN1CCC(O)(/C=C/c2ccc(C(C)C)cc2)C(C(=O)/C=C/c2ccc(C(C)C)cc2)C1 (stereo not drawn)	4	19	-73	-4	6	1	9	87*	-9	0	-4
CC(=O)Oc1c(C)c2c3c(c1OC(C)=O)[C@@H](C)CC[C@@H]3[C@@H](C)C[C@H]2C=C(C)C	5	-5	-1	0	-5	-3	0	-2	-6	-2	-4
Cc1cn2c(-c3ccncc3)nnc2s1	-15	11	4	-3	-11	12	3	-1	4	-8	-1
CCCCCCC(=O)N/N=C/c1ccco1	-54	7	2	-6	-4	2	3	-2	-6	-6	2
CC(=O)/C(C#N)=C1\NC(=O)C(Cc2ccc(F)cc2)S1 (stereo not drawn)	3	-9	4	-10	5	0	-3	1	8	-10	-7
CCn1cc(Br)c(C(=O)NC(=S)Nc2ccc(C(=O)OC)cc2)n1	23	13	0	-26	4	-6	17	-10	-8	-5	-8
CC(=O)CSc1nc2c(c(=O)[nH]c(=O)n2C)n1Cc1ccccc1Cl	-18	1	7	-1	8	9	-7	-14	2	-2	2
COc1cccc2c1OCC(CN1CCN(Cc3ccccc3F)C(CCO)C1)=C2 (stereo not drawn)	-5	-15	8	-4	-20	24	-13	7	-4	6	-3
C[C@H](O)[C@@H]1CN2CCc3c([nH]c4ccccc34)[C@@H]2C[C@@H]1N(C)C(=O)Nc1ccccc1	21	0	-7	9	11	-11	14	-5	6	-1	9
Cc1oc(-c2cccs2)nc1CN1CCN(CC(C)C)C(CCO)C1 (stereo not drawn)	2	0	-2	-4	-7	6	-9	-2	-17	-5	-1
CC(NS(=O)(=O)c1ccc(Cl)cc1)C(=O)Nc1ccc2c(c1)OCCO2 (stereo not drawn)	0	11	-8	2	-11	-20	-13	-10	-5	1	-3
COc1cccc(CN2CCNC(=O)C2CC(=O)NCCc2nc(C)c(C)s2)c1OC (stereo not drawn)	-15	10	3	-1	-6	2	12	-7	-4	-2	-5
Cc1nc(SC(C)C(=O)Nc2cccc(C(F)(F)F)c2)c2c(C)c(C(=O)O)sc2n1 (stereo not drawn)	14	-5	-5	-19	-7	9	19	3	-1	-4	2
CC(=O)c1cccc(NC(=O)c2ccc([N+](=O)[O-])o2)c1	14	-2	-16	4	54	-12	8	21	-2	-9	1
CCc1ccc(S(=O)(=O)c2cn(C)c3cc(OC)c(OC)cc3c2=O)cc1	9	25	-9	-10	-1	-4	-10	12	-6	-6	10
COCCCNC(=O)C(C#N)c1nc2ccccc2nc1N1CCCC1 (stereo not drawn)	-17	/	-2	8	13	-9	2	-9	16	-7	-5
COc1ccc(-c2nc(S(=O)(=O)c3ccccc3)c(N3CCCC3)o2)cc1	-15	9	-2	7	-22	-26	-14	-20	-8	-10	-1

Next section, overlapping the part above by 2 compounds.
SMILES	SRC2 inh	Vif inh	EBV LMP1 NFkB	TROY NFkB inh	NR5A2 inv ag	COUP-TFII inh	NCOA3 inh	TRAIL sens C8	NCOA1 inh	NOD2 RIPK2 PPI	TLR9-MyD88 inh
COCCCNC(=O)C(C#N)c1nc2ccccc2nc1N1CCCC1 (stereo not drawn)	-17	/	-2	8	13	-9	2	-9	16	-7	-5
COc1ccc(-c2nc(S(=O)(=O)c3ccccc3)c(N3CCCC3)o2)cc1	-15	9	-2	7	-22	-26	-14	-20	-8	-10	-1
CC(C)C[C@@H](CN1CCCC1CN1C(=S)NC[C@@H]1Cc1ccc(O)cc1)N1C[C@H](Cc2ccccc2)N(CC2CCCCC2)C1=S (stereo partly drawn)	-14	-6	1	5	-8	12	-15	13	2	-3	1
Cc1ccc(CNC(=O)C(NS(=O)(=O)c2cccc3nsnc23)c2ccccc2)cc1 (stereo not drawn)	-25	6	0	11	7	-12	16	-3	-5	3	-1
CC1Cc2ccccc2N1C(=O)c1cc2sccc2n1Cc1ccccc1 (stereo not drawn)	1	/	12	14	-9	10	-15	6	-15	-5	-6
Cc1ccc(C(=O)O)cc1[N+](=O)[O-]	-7	7	4	-19	14	1	-9	5	-8	-4	-1
Cn1cc(CCC(=O)NCc2ccc3c(c2)OCO3)c2ccccc21	-19	0	-5	6	19	-12	14	5	-10	-2	-5
Cc1oc(-c2cccc(Cl)c2)nc1CN1CCC(C(=O)NC2CC2)CC1	-1	11	-10	-11	6	2	-14	21	-30	-12	-3
O=[N+]([O-])c1cccc(COc2ccccc2CO)c1	-37	/	/	-14	-39	-13	/	-3	/	-14	/
C[C@H](CO)N1C[C@H](C)[C@@H](CN(C)Cc2ccccc2)OCc2cnnn2CCCC1=O	29	1	-5	0	18	-13	3	-11	0	-9	-3
CC1CCCCN1C(=O)CCn1c(=O)oc2ccccc21 (stereo not drawn)	2	-9	-1	15	-7	-35	12	-11	-17	2	3
COCCCn1c(SCC(=O)c2c(N)n(C3CC3)c(=O)[nH]c2=O)nnc1-c1ccccc1Cl	2	0	9	-6	-15	8	3	1	-14	7	2
O=C(CNS(=O)(=O)c1ccccc1)OCC(=O)c1ccc(F)cc1	1	0	-2	-6	7	7	-11	7	1	0	-1
COc1cccc(NC(=O)CN(c2cccc(OC)c2)S(C)(=O)=O)c1	-12	0	-16	-3	-9	-7	9	-3	-3	2	/
Brc1csc2ncccc12	-14	-8	-1	-4	4	12	-15	3	-9	1	-2
Oc1ccc(-c2nccc(-c3cccs3)n2)cc1	-45	-12	-1	-47	-88	-38	-107	1	-117	-3	9
CC1(C)Cc2c(c(N3CCCCC3)[nH]c(=S)c2C#N)CS1	-7	7	-7	8	16	-1	3	6	3	-8	0
Cc1cc(C)cc(NC(=O)C2COc3ccccc3O2)c1 (stereo not drawn)	-18	8	-6	-18	-19	2	-6	1	-11	-2	10
CC1(C)CC2(CC(C)(C)N1)OC(=O)N1CCc3ccccc3C12C (stereo not drawn)	-7	-2	-9	-13	9	3	-9	3	-42	1	2

Assay outcomes deposited in PubChem BioAssay by several laboratories.
